HttQ103 aggreg: inhibitors of mutant huntingtin aggregate formation in PC12 cells. PC12 HttQ103-GFP aggregates, Acumen cytometry, 40 h. AID 1688. hit rate 1.1% among 220,000. Potency, µM (top dose mostly 46.1 µM), for the others: top-dose activity change, negative = inhibition, usual class: inhibitors; also: % is scaled to controls: 0 for no effect and ±100 for the full control effect; nearly all actives have a fitted effect of over 60% in size
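Ecdysone-promoter PC12 model expressing HTT exon 1 Q103 fused to GFP, induced by tebufenozide at 100 nM final. Compounds titrated; aggregates sized 1–25 µm scored on a 488 nm laser cytometer.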
KDM4E inh: JMJD2E (human) inhibition; B2RXH2; JMJD2E catalytic domain, FDH-coupled NADH fluorescence (FDH is formaldehyde dehydrogenase); Potency, µM (doses to about 57.1 µM), inactives show at the highest dose activity change, negative = inhibition, hits mostly inhibitors; hit rate 1.6% among 230,000; active = well fitted inhibition curve with a large enough effect, not every such curve was filed as active; inconclusive = small, poorly fitted or top-dose-only effect, or another doubt; inactive = no such curve, though single readings can be large or run the other way;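 also: 0% = wells with enzyme and -100% = buffer wells without enzyme; nearly all actives have a fitted effect of over 50% in size; many of its hits are not listed in these tables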
Target sequence (B2RXH2 1-337 limits assumed): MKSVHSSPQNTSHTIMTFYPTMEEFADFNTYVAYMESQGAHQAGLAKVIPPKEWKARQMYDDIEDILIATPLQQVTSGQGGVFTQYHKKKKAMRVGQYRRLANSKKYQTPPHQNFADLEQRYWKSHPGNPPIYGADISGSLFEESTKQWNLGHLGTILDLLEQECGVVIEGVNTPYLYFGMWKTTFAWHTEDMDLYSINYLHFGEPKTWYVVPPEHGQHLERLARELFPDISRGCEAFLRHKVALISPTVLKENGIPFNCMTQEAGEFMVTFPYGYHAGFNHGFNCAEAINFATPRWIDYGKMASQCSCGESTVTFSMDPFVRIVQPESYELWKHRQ
Tau FP inhib: blocks human tau fibril formation measured by polarization | hit rate 0.39% among 280,000 | Potency, µM (top dose mostly 57.7 µM), inactives show top-dose activity, negative = inhibition, most hits filed as inhibitors | P10636 | K18 P301L tau heparin fibrillization, Alexa594 FP, 6 h; also: % is scaled to controls: 0 for no effect and ±100 for the full control effect; nearly all actives have a fitted effect of over 55% in size
Target sequence (P10636 561-689 P618L limits assumed): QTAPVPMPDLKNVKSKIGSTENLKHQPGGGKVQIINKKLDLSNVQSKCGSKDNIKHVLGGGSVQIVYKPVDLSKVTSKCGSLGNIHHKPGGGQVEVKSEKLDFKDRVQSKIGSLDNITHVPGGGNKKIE
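K18 P301L tau (15 uM unlabeled/0.24 uM Alexa 594-labeled, final) + compound + heparin 20 uM final; 100 mM NaOAc pH 7; 6 hr 37 C; ThT 30 uM final added, 1 hr RT; FP ex 555/em 632 nm.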
HTT cytoprotect: protects HTT-Q103 PC12 cells, measured by ATP | Potency, µM (highest dose often 56.4 µM), for inactives: cytoprotection (ATP increase), usual class: activators | AID 1471 | PC12 HTT-Q103 induced, cytoprotection, ATP luminescence, 40 h | hit rate 0.14% among 230,000;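 also: % of control where 0% means no effect; nearly all actives have a fitted effect of over 45% in size; toxic huntingtin expression switched on by the ecdysone agonist tebufenozide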
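Cells were plated at 1500 per well in phenol red-free DMEM with 5% equine and 5% calf serum. Tebufenozide (100 nM final) and compounds were added, then ATPlite reagent, and luminescence was read.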
SMN2 splice up: increases expression of the SMN2 splice variant. HEK293 SMN2-luciferase splicing reporter, luminescence, 30-36 h. Potency, µM (top dose mostly 46.1 µM), inactives show top-dose activity change, positive = activation, actives largely listed as activators. hit rate 2.8% among 210,000. AID 1458; also: % of control where 0% means no effect; nearly all actives have a fitted effect of over 55% in size
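qHTS luciferase splicing reporter: luminescence rises when SMN2 exon 7 is included in transfected HEK293 cells. Compound exposure lasted 30-36 h at 37C, with 4.5 mM final sodium butyrate as control, followed by a ONE-Glo read.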
Tau fluor cs: counter-screen for tau fibril formation inhibitors | tau K18 P301L Alexa594 fluorescence, heparin fibrillization | Potency, µM (top dose mostly 57.7 µM), inactives show at the highest dose activity change, negative = decrease | hit rate 0.93% among 280,000 | AID 1463; also: % is scaled to controls: 0 for no effect and ±100 for the full control effect; nearly all actives have a fitted effect of over 55% in size
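Human K18 P301L tau (15 uM unlabeled plus 0.24 uM Alexa 594-labeled, final) in 100 mM sodium acetate pH 7 was mixed with compound and 20 uM heparin and incubated 6 hr at 37 C.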
Tau fibril ThT: inhibitors of human tau fibril formation, thioflavin T binding | Potency, µM (highest dose often 57.4 µM), for the others: at the highest dose activity, negative = inhibition, most hits filed as inhibitors | recombinant tau K18 P301L (four-repeat tau fragment), heparin-induced fibrillization, ThT fluorescence | hit rate 2.1% among 270,000 | P10636; also: % is scaled to controls: 0 for no effect and ±100 for the full control effect; nearly all actives have a fitted effect of over 55% in size
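K18 P301L tau (15 uM + 0.24 uM Alexa 594-tagged), heparin 20 uM, NaOAc pH 7, 6 h 37 C; ThT 30 uM, 1 h RT, ex 450/em 510 nm.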
ALDH1A1 block: blocks purified human ALDH1A1 activity. Potency, µM (titrated, usually from 75.3 µM), for the others: at the top dose activity, negative = inhibition, actives largely listed as inhibitors. P00352. Purified ALDH1A1, NADH fluorescence, propionaldehyde substrate. hit rate 7.3% among 220,000; active = well fitted inhibition curve with a large enough effect, not every such curve was filed as active; inconclusive = small, poorly fitted or top-dose-only effect, or another doubt; inactive = no such curve, though single readings can be large or run the other way;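 also: plate controls were no enzyme wells and a reference inhibitor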
An asterisk follows results filed as active; ? = inconclusive; / = not tested or not shown; & = joins results of further samples; [ ] = dose if it differs, or a comment. Unless noted, calls follow the shape of the dose curve; as a rule, active = well fitted curve in the direction sought with a large enough effect; inconclusive = small, poorly fitted or top-dose-only effect, or another doubt; inactive = no such curve, though single readings can be large; an effect the other way counts as inactive or inconclusive. Potency is read from the fitted curve at half-maximal effect. Not all compounds are listed; the hit share may differ from the screen's.

molecule	SMN2 splice up	Tau fluor cs	ALDH1A1 block	HTT cytoprotect	KDM4E inh	Tau fibril ThT	HttQ103 aggreg	Tau FP inhib
COc1ccc(Cl)cc1NC(=O)CN1CCC(n2nnc3cc(F)ccc32)CC1	-15%	3%	4%	-19%[10 µM]	9%	-1%	11%	0%
NC(=O)c1cc(-c2ccccc2)nc2ccc(Br)cc12	/	7%	/	13%[10 µM]	0%	/	-9%[9.22 µM]	-3%
Fc1ccccc1CN1CCCN(C(=S)Nc2cccc(Cl)c2)C1	-29%	?	?	-25%	29%	5%	-10%	32µM*
COc1ccccc1N(CC(O)CN(c1ccccc1)S(C)(=O)=O)S(=O)(=O)c1ccccc1 (stereo unspecified)	21%	4%	12%	3%[10 µM]	-8%	12%	-13%	1%
CCc1cc2c(=O)n3c(nc2s1)-c1[nH]c2ccc(OC)cc2c1CC3	26%	-1%	1%	7%[10 µM]	?	-6%	3%	-5%
FC(F)Oc1ccc(NC(=S)N2CCN(Cc3ccccc3)CC2)cc1	-23%	-9%	2%	-14%	-1%	-3%	-1%	-4%
COc1ccc(OC)c(NC(=O)c2nnn(CCc3ccccc3)c2N)c1	1%	-24%	10%	-15%	?	-11%	11%	1%
COc1ccc(C(=O)NC(=S)Nc2ccccc2N2CCCCC2)cc1[N+](=O)[O-]	-18%	?	?	5%[10 µM]	-1%	-3%	-14%	?
CCC(C)n1c(SCC(=O)NCc2ccco2)nnc1-c1cccc(S(=O)(=O)N2CCOCC2)c1 (stereo unspecified)	-2%	-1%	12%	10%	1%	-7%	-1%[9.22 µM]	7%
Cn1c(SCC(=O)NC2CCCCC2)nnc1-c1cc2cc(Cl)ccc2o1	-25%	-11%	16%	14%	0%	-12%	0%[9.22 µM]	-17%
O=[N+]([O-])c1ccc(NCc2ccccc2)nc1	?	-12%	-7%	14%[10 µM]	-2%	-16%	-8%	2%
COc1ccc(NC(=S)NCCc2ccccc2)c(OC)c1	-18%	-15%	-18%	-2%	1%	-13%	7%	10%
C=C(C)C1CC=C(C)/C(=N/NC(=O)COc2ccc(Cl)cc2)C1 (stereo unspecified)	-9%	0%	12%	9%[10 µM]	-7%	-7%	13%	1%
COC(=O)c1cc(C#N)c(OC(C)C)nc1C	5%	2%	-4%	-8%	-5%	-2%	31%	8%
CCOC(=O)C(Cc1ccccc1)NC(=O)CCc1c(C)nc2nc(C)nn2c1C (stereo unspecified)	-12%&6%	0%&-4%	?	9%	-3%	5%&0%	-16%	2%&-1%
CCOC(=O)C1=C(C)N(CCCCCC(=O)O)C(=O)NC1c1ccccc1Cl (stereo unspecified)	8%	-11%	-6%	/	0%	1%	-7%	-1%
Cc1csc(NC(=O)CCCC(=O)O)c1-c1nc2ccccc2s1	/	8%	/	-2%[10 µM]	-1%	?	2%[9.22 µM]	9%
COc1cc(C(C)=O)ccc1Oc1ncnc2c1cnn2-c1cccc(Cl)c1	-16%	-1%	10%	/	0%	-3%	6%	2%
CN(C)c1cc[n+](CCC(=O)Nc2cccc([N+](=O)[O-])c2N)cc1	11%	10%	6%	-2%[10 µM]	3%	1%	-10%	7%
S=C(NCCN1CCOCC1)NC1CCCC1	-1%	8%	12%	/	5%	3%	18%	1%
O=C(NCc1ccco1)/C(=C\c1cccnc1)NC(=O)c1ccccc1F	5%	2%	1%	/	5%	6%	15%	7%
Cc1ccc(SCc2[nH]nc3c2C(c2ccc(C)o2)C(C#N)=C(N)O3)cc1 (stereo unspecified)	-17%	?	?	-11%	?	14µM*	-4%	?
Cc1ccc(C)c(N2CN(CCC3=CCCCC3)CNC2=S)c1	/	-1%	-5%	-1%[10 µM]	4%	-15%	-9%[9.22 µM]	1%
COc1ccc2c(C)c(CC(=O)NCCc3ccccc3)c(=O)oc2c1OC	-1%	-17%	/	/	/	-4%	/	-12%
Cc1ccccc1-n1c(Cn2c(=O)sc3ccccc32)nnc1SCC(=O)N1CCOCC1	-12%	-6%	11%	-4%	-3%	-5%	-1%	1%

By substructure: the compounds so far containing a nitro group on carbon (three)
molecule	SMN2 splice up	Tau fluor cs	ALDH1A1 block	HTT cytoprotect	KDM4E inh	Tau fibril ThT	HttQ103 aggreg	Tau FP inhib
COc1ccc(C(=O)NC(=S)Nc2ccccc2N2CCCCC2)cc1[N+](=O)[O-]	-18%	?	?	5%[10 µM]	-1%	-3%	-14%	?
O=[N+]([O-])c1ccc(NCc2ccccc2)nc1	?	-12%	-7%	14%[10 µM]	-2%	-16%	-8%	2%
CN(C)c1cc[n+](CCC(=O)Nc2cccc([N+](=O)[O-])c2N)cc1	11%	10%	6%	-2%[10 µM]	3%	1%	-10%	7%

Sorted by the number under KDM4E inh (highest first): 3 from the list above
| compound | SMN2 splice up | ALDH1A1 block | KDM4E inh | Tau fibril ThT | HttQ103 aggreg | Tau FP inhib |
| --- | --- | --- | --- | --- | --- | --- |
| O=C(NCc1ccco1)/C(=C\c1cccnc1)NC(=O)c1ccccc1F | 5% | 1% | 5% | 6% | 15% | 7% |
| FC(F)Oc1ccc(NC(=S)N2CCN(Cc3ccccc3)CC2)cc1 | -23% | 2% | -1% | -3% | -1% | -4% |
| Cc1ccccc1-n1c(Cn2c(=O)sc3ccccc32)nnc1SCC(=O)N1CCOCC1 | -12% | 11% | -3% | -5% | -1% | 1% |

(listing goes on)
molecule	SMN2 splice up	Tau fluor cs	ALDH1A1 block	HTT cytoprotect	KDM4E inh	Tau fibril ThT	HttQ103 aggreg	Tau FP inhib
O=C(CN(C(=O)CNS(=O)(=O)c1ccccc1)c1ccc2c(c1)OCCO2)NC1CCCCC1	-5%	-6%	-11%	-2%	3%	1%	33%	-3%
Cc1ccccc1NC(=O)C(=O)Nc1ccccc1C	/	-3%	10%	-18%[10 µM]	-4%	-2%	-7%[9.22 µM]	6%
COC(=O)c1c(NC(=O)COC(=O)CCc2ccc(S(=O)(=O)N3CCOCC3)cc2)sc2c1CCC2	-18%	3%	-3%	-5%[0.074 µM]	4%	8%	-3%	-1%
Cc1noc(C)c1S(=O)(=O)N(CC(=O)NCc1ccc(Cl)cc1)c1ccc2c(c1)OCO2	6%	-14%	9%	-23%	8%	-4%	-22%	-6%
Cc1ccccc1C(=O)NNC(=O)CCc1ccccc1	-10%	-8%	8%	-32%	8%	-8%	-2%	1%
Cc1ccc(S(=O)(=O)CC(CN2CCCCC2)N2CCCCC2)cc1 (stereo unspecified)	-120%[inhibitor]	18%	-4%	/	-1%	16%	/	8%
COc1ccccc1NC(=O)CSc1nnc(-c2ccncc2)n1CC1CCCO1 (stereo unspecified)	22%	1%	-1%	14%	-10%	-1%	-5%	1%
Cc1ccsc1CCN1C(=O)N(c2ccc(F)cc2)C(=O)C1CC(=O)Nc1ccccc1 (stereo unspecified)	8%	?	/	/	/	-4%	/	?
Cc1ccc(N2CCN(/N=C/c3ccncc3)CC2)cc1	-32%[inhibitor]	-14%	2%	/	-9%	?	?	5%
CCOc1ccc(CNC(=O)c2ccco2)cc1	-7%	-6%	-3%	-59%[inhibitor]	5%	-5%	-16%	1%
O=C(c1ccc2c(c1)OCO2)N1CCCN(C(=O)c2ccc3c(c2)OCO3)CC1	-12%	0%	?	-3%[10 µM]	0%	-6%	-10%	-5%
CCOC(=O)C1(CC2CCCCO2)CCN(Cc2cc3ccccc3[nH]2)CC1 (stereo unspecified)	/	-7%[2.34 µM]	1.3µM*	-58%[inhibitor][10 µM]	3%	?	-29%[9.22 µM]	12%
COc1ccccc1N1CCN(CC(O)COc2ccc(Cl)c(C)c2)CC1 (stereo unspecified)	-25%	-3%	/	/	/	2%	/	?
Brc1cccc(/C=N\n2cnnc2)c1	22%	15%	-3%	12%	2%	11%	4%[9.22 µM]	2%
COC(=O)Sc1nnc(-c2ccc(Br)cc2)o1	-15%	-1%	8.9µM*	-13%	?	-1%	-4%	2%
NC(=O)Cn1cnc2nc3n(c2c1=O)CCC3	-4%	3%	1%	-31%	-8%	3%	-16%[9.22 µM]	4%
CC(C)C(=O)Nc1cccc(NC(=O)c2cccc(F)c2)c1	3%	-8%	3%	-47%	12%	-6%	13%	-4%
O=C(COC(=O)[C@H](Cc1ccccc1)NC(=O)c1ccco1)NC(c1ccccc1)c1ccccc1	5%	-19%	1%	-2%	-1%	0%	-14%	6%
N/C(=N\OC(=O)c1ccc(Br)cc1)c1ccccc1	?	-17%	6%	-16%	2%	?	-8%	-6%
